Source: PubChem BioAssay
proCasp7 act – counter-screen: procaspase-7 (human) activation; P55210; recombinant procaspase-7, Ac-DEVD-pNA absorbance 405 nm; D23A/D198A/D206A triple mutant, cannot self-cleave; scale: DMSO 0, 5 µM enzyme 100; activation, % at 8.5 µM; 330,000 compounds, 0.093% hits; AID 463210;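 active means percent activation above the screen-wide mean plus 3 SD, cut at about 25% in these data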
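signal = Epi-absorbance of released pNA at 405 nm, two timepoints | assay system = Uncleavable procaspase-7 mutant enzyme | reagent = Ac-DEVD-pNA substrate, 400 µM as added | times = 1 h enzyme–compound preincubation and 2 h substrate reaction, both 25 °C | benchmarks = low DMSO alone, high DMSO plus 5 µM PC-7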
proCasp3 act – activates human procaspase-3. AID 463141. P42574. activation, % at 8.5 µM. 330,000 compounds, 0.11% hits. recombinant procaspase-3 D3A, Ac-DEVD-pNA absorbance 405 nm;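 active means activation above the mean of all tested compounds plus 3 SD, cut at about 21% in these data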;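 further: 0% = DMSO alone and 100% = DMSO wells spiked with extra 5 µM PC-3 D3A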
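System: Procaspase-3 D3A mutant. Medium: Zinc-free 300 mM NaCl, 50 mM HEPES, 0.01% Triton X-100. Schedule: 1 h preincubation plus 2 h reaction at 25 °C. Measured by: 405 nm absorbance of p-nitroaniline, reads at 0 and 120 min. Read-out: percent activation relative to control range.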
ZTA DNA inh – ZTA (EBV) inhibition in EBNA-1 counter-screen. inhibition, % at 11 µM. P03206. AID 2234. ZTA-DNA binding, fluorescence polarization. 320,000 compounds, 0.15% hits; in the data active means inhibition above about 33%
EBNA-1 inh – blocks EBNA-1 binding to DNA | EBNA-1 DNA binding, fluorescence polarization | inhibition, % at 14.8 µM | 300,000 compounds, 0.34% hits | AID 1950; in the data active means inhibition above about 28%
RPL19A-GFP yeast – modulators of TOR pathway RPL19A-GFP in S. cerevisiae; 330,000 compounds, 0.3% hits; S. cerevisiae RPL19A-GFP strain, flow cytometry, 3 h; hits give low values; percent response vs DMSO, % at 10 µM;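 active means percent response vs DMSO below 50%; inconclusive means fewer than 70 events counted for the yeast strain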;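 further: median channel GFP fluorescence of the barcoded RPL19A-GFP strain; ratio of sample median GFP to plate DMSO average so 100% = DMSO; lower means less RPL19A-GFP as with rapamycin TOR inhibition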
LAP4-GFP MLPCN – yeast TOR pathway LAP4-GFP modulation. S. cerevisiae LAP4-GFP multiplex, flow cytometry GFP, 3 h; median GFP as percent of DMSO wells. GFP response vs DMSO, % at 10 µM. 320,000 compounds, 0.34% hits;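 active means GFP response vs DMSO above a set limit, about the screen mean plus 3 SD, cut at about 150% in these data; inconclusive means under 70 cell events counted for the yeast strain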
MEP2 TOR yeast – yeast TOR pathway MEP2-GFP modulation. S. cerevisiae MEP2-GFP strain, flow cytometry GFP, 3 h; 100% = DMSO control level. 330,000 compounds, 0.51% hits. GFP response vs DMSO, % at 10 µM. AID 2016;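 active means GFP response versus DMSO above a set limit, roughly screen mean plus 3 SD, cut at about 180% in these data; inconclusive means fewer than 70 cells counted for a yeast strain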;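 further: median GFP fluorescence of the barcode-gated MEP2-GFP cells per well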
AHR act – activates the human aryl hydrocarbon receptor. AID 2796. AHR-responsive luciferase reporter cells, luminescence. 320,000 compounds, 2.5% hits. P35869. activation, % at 5 µM; in the data active means activation above about 47%;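 further: 0% = vehicle wells and 100% = reference agonist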
* marks the source's active call; other numbers are inactive results; u = inconclusive; x = not tested or not shown; [ ] = remark or other dose.

[1] O=C(/C=C/c1ccc(Cl)cc1)c1cccnc1
[2] Cc1cc(C)n(-c2nc3ccccc3c3nc(C)nn23)n1
[3] CC1(C)CC(=O)C=C(N2CCOCC2)C1
[4] O=C(N/N=C/c1ccccc1Cl)c1ccncc1
[5] CCn1c(CNC(=O)C23CC4CC(CC(C4)C2)C3)nnc1SC
[6] O=c1c2c(nc3cc(-c4ccccc4Cl)[nH]n13)CCS2
[7] Cc1ccc(NC(=O)C2CCCN2C(=O)OC(C)(C)C)cc1C (stereo not given)
[8] c1ccc2c(c1)oc1c(Nc3ccc4c(c3)OCO4)ncnc12

screen / no.	1	2	3	4	5	6	7	8
MEP2 TOR yeast	94	97	91	96	102	108	100	119
AHR act	18	2	-1	4	0	24	5	42
LAP4-GFP MLPCN	88	102	88	93	97	97	100	109
EBNA-1 inh	-9	4	-9	3	1	7	3	1
RPL19A-GFP yeast	58	102	92	102	102	104	100	102
ZTA DNA inh	-7	6	-12	13	3	3	-6	-12
proCasp7 act	5	5	2	1	0	9	-2	6
proCasp3 act	-3	5	-4	-8	0	2	-3	-3

[9] NS(=O)(=O)c1ccc(NC(=O)COC(=O)C2(c3ccccc3F)CCCC2)cc1
[10] COc1ccc(-n2c(SCC(=O)Nc3ccccc3OC)nc(O)cc2=O)cc1
[11] CC1CCCC(C)N1C(=O)CSc1nnc(-c2cccs2)o1 (stereo not given)
[12] O=C(Nc1cccc2ncccc12)c1ccc(-c2ccc(Cl)cc2Cl)o1
[13] O=C(O)c1ccc(/C=N/NC(=O)c2cc(-c3cccs3)nc3ccccc23)cc1
[14] CCCc1cc(=O)oc2cc(C)cc(OC(C)C(=O)NCC(O)c3ccccc3)c12 (stereo not given)
[15] O=C(Oc1ccc(Br)cc1)C1CC(=O)N(c2ccc(F)cc2)C1 (stereo not given)
[16] Cc1ccc(-c2cc(C(=O)O)c3ccccc3n2)c(C)c1

screen / no.	9	10	11	12	13	14	15	16
MEP2 TOR yeast	96	90	92	99	103	105	97	98
AHR act	3	0	6	22	21	3	0	3
LAP4-GFP MLPCN	91	97	95	123	108	97	105	99
EBNA-1 inh	-2	-7	-4	-1	8	-4	4	14
RPL19A-GFP yeast	102	98	94	97	99	102	95	100
ZTA DNA inh	-2	6	9	5	15	-2	1	-3
proCasp7 act	1	5	-4	-1	8	-2	13	-1
proCasp3 act	-4	5	-5	-8	-4	-5	1	-3

[17] COC(=O)Cn1c(CCS(=O)(=O)c2ccc(Cl)cc2)nc2ccccc21
[18] CC(C)NC(=O)CC1OC(=O)c2ccccc21 (stereo not given)
[19] CC1(C)Cc2nc3oc4c(=O)n(CC(=O)Nc5ccc(Cl)cc5)cnc4c3cc2CO1
[20] C=CCNC(=O)c1ccc(-c2ccc([N+](=O)[O-])cc2)o1
[21] CCCCOc1ccc(OCCNC(=O)c2ccco2)cc1
[22] CC1CN(C(=O)CSc2nnc(-c3cccs3)n2N)CC(C)O1 (stereo not given)
[23] O=S(=O)(Oc1ccc(C(=S)N2CCOCC2)cc1)c1ccc(Cl)cc1
[24] O=S(Cc1ccc(Br)cc1)Cc1nnc(SCc2c(Cl)cccc2Cl)n1-c1ccccc1 (stereo not given)

screen / no.	17	18	19	20	21	22	23	24
MEP2 TOR yeast	108	110	106	105	99	106	101	102
AHR act	3	0	7	-1	10	2	-1	0
LAP4-GFP MLPCN	101	92	107	95	115	113	95	98
EBNA-1 inh	-12	14	-10	9	-6	x	-2	3
RPL19A-GFP yeast	98	101	98	101	97	105	99	98
ZTA DNA inh	-5	5	-11	4	-7	-2	-13	9
proCasp7 act	-5	-3	3	-14	0	0	6	5
proCasp3 act	0	-3	2	-18	8	5	4	7

[25] CCCC(=O)Nc1ccccc1NC(=O)c1ccc2c(c1)OCO2
[26] Cc1ccc(NC(=O)c2ccc(N/N=C/c3cccc(O)c3)c([N+](=O)[O-])c2)cc1
[27] N#Cc1ccccc1S(=O)(=O)N1CCN(CC(O)c2ccccc2)CC1 (stereo not given)
[28] CC1=C(C(=O)Nc2cccnc2)C(c2ccc3c(c2)OCO3)C2=C(CCCC2=O)N1 (stereo not given)
[29] COc1cccc(OC)c1OCCCCn1cnc2ccccc2c1=O
[30] COc1ccc2[nH]c(=O)c(CN(C(C)=O)C3CCCCC3)cc2c1
[31] CCn1nnnc1NCc1cccn1C
[32] COc1ccc2[nH]c(=O)c(CN(CCN3CCCC3)C(=O)Nc3ccccc3Cl)cc2c1

screen / no.	25	26	27	28	29	30	31	32
MEP2 TOR yeast	106	111	111	98	101	93	101	96
AHR act	8	3	-1	1	3	4	-2	1
LAP4-GFP MLPCN	86	105	97	98	102	99	95	94
EBNA-1 inh	2	-15	11	-11	-4	5	4	-1
RPL19A-GFP yeast	106	104	103	100	93	96	97	95
ZTA DNA inh	7	-4	5	13	-5	1	6	-4
proCasp7 act	2	-1	6	-1	7	8	7	4
proCasp3 act	5	-5	-1	-2	-7	3	0	-9

5 records picked at random from those above, as already listed:
[31] CCn1nnnc1NCc1cccn1C
[26] Cc1ccc(NC(=O)c2ccc(N/N=C/c3cccc(O)c3)c([N+](=O)[O-])c2)cc1
[27] N#Cc1ccccc1S(=O)(=O)N1CCN(CC(O)c2ccccc2)CC1 (stereo not given)
[28] CC1=C(C(=O)Nc2cccnc2)C(c2ccc3c(c2)OCO3)C2=C(CCCC2=O)N1 (stereo not given)
[25] CCCC(=O)Nc1ccccc1NC(=O)c1ccc2c(c1)OCO2

screen / no.	31	26	27	28	25
MEP2 TOR yeast	101	111	111	98	106
AHR act	-2	3	-1	1	8
LAP4-GFP MLPCN	95	105	97	98	86
EBNA-1 inh	4	-15	11	-11	2
RPL19A-GFP yeast	97	104	103	100	106
ZTA DNA inh	6	-4	5	13	7
proCasp7 act	7	-1	6	-1	2
proCasp3 act	0	-5	-1	-2	5

The listing continues.
[33] Cc1c(NC(=O)Nc2ccc(C(C)C)cc2)c(=O)n(-c2ccccc2)n1C
[34] Cc1ccccc1N=Cc1cccc(O)c1O
[35] O=C(COC(=O)C1CC(=O)N(C2CCCCC2)C1)c1ccc(F)cc1 (stereo not given)
[36] COc1ccc(N2C(=O)C3CCCN3C2c2cc(OC)c(OC)c(OC)c2)cc1 (stereo not given)
[37] CCOC(=O)C1=C(C)NC(C)=C(C(=O)OC)C1c1ccco1 (stereo not given)
[38] CCCCN(C)S(=O)(=O)c1ccc(C(=O)N(CCN(C)C)c2nc3ccc(C)cc3s2)cc1
[39] Cc1cccc(C)c1Nc1nc2ccccc2o1
[40] CCOc1ccccc1OC(C)C(=O)Nc1ccc(S(=O)(=O)N2CCCC2)cc1 (stereo not given)

screen / no.	33	34	35	36	37	38	39	40
MEP2 TOR yeast	110	x	103	105	98	104	95	94[may fluoresce red and violet]
AHR act	6	1	-2	6	0	6	4	0
LAP4-GFP MLPCN	114	x	104	98	117	97	92	106[may fluoresce red and violet]
EBNA-1 inh	-4	-8	3	-12	-5	2	3	1
RPL19A-GFP yeast	113	x	99	105	103	107	98	u
ZTA DNA inh	2	-2	23	-7	7	-10	11	-11
proCasp7 act	-2	-28	4	-5	2	-8	3	2
proCasp3 act	-3	-25	17	-3	1	2	3	4

[41] COCc1ccc(CN2CCC(CO)(CC3CCCCO3)CC2)o1 (stereo not given)
[42] COc1ccc(CCC(=O)NCCS(=O)(=O)N2CCN(c3ccccc3F)CC2)cc1
[43] O=C(Nc1ccc(C(=O)O)cc1)Nc1ccc(F)cc1F
[44] COc1ccc(S(=O)(=O)N2CCCCCC2)cc1C(=O)NCc1ccco1
[45] CC(=O)c1c(C)[nH]c(C(=O)Nc2cc(C)ccc2C)c1C
[46] Cc1ccccc1C(=O)NCCOc1ccccc1Cl
[47] COc1ccc(-n2nc(C(=O)NCC(=O)N3CCCC3)c3ccccc3c2=O)cc1Cl
[48] N/C(=N\OC(=O)Cc1ccc(Cl)cc1)c1ccncc1

screen / no.	41	42	43	44	45	46	47	48
MEP2 TOR yeast	93	106	108	103	103	101	270*[may fluoresce violet]	103
AHR act	0	-2	0	0	118*	-2	0	2
LAP4-GFP MLPCN	110	107	111	109	107	96	81[may fluoresce violet]	113
EBNA-1 inh	-8	-10	7	x	-3	-6	-12	6
RPL19A-GFP yeast	91	99	106	96	96	102	56[may fluoresce violet]	101
ZTA DNA inh	-11	-21	7	x	-15	-5	5	5
proCasp7 act	12	2	2	13	-6	3	7	2
proCasp3 act	-3	-10	-6	2	9	3	8	4

[49] Cc1ccc(-n2nnnc2SCc2nc3sc(C)c(C)c3c(=O)[nH]2)cc1
[50] CCOC(=O)CSc1nc2sc3c(c2c(=O)[nH]1)CC(C)(C)OC3
[51] Cc1cc(=O)oc2c3c(cc(OCC(=O)NCC(=O)N[C@H](C(=O)O)C(C)C)c12)OC(C)(C)CC3
[52] O=C(c1cccnc1)N1C2CCC1CC(O)(c1ccc(F)cc1)C2 (stereo not given)
[53] O=C(COc1cccc(F)c1)NNC(=O)Cc1ccc(Br)cc1
[54] O=C(Cc1csc(Nc2nc(=S)[nH]c3ccccc23)n1)NCc1ccccc1Cl
[55] CC(=O)Nc1ccc(NC(=O)C2CC(=O)N=C(N)S2)cc1 (stereo not given)
[56] CCOC(=O)c1cccc(NC(=O)CN(c2ccc(OC)cc2)S(=O)(=O)c2c(C)noc2C)c1

screen / no.	49	50	51	52	53	54	55	56
MEP2 TOR yeast	98	103	109	95	99	107	105	97
AHR act	15	2	-1	0	3	18	0	0
LAP4-GFP MLPCN	83	97	102	91	101	98	102	98
EBNA-1 inh	-8	-7	7	-3	x	13	1	0
RPL19A-GFP yeast	104	103	102	100	95	84	100	96
ZTA DNA inh	-9	-5	-5	-20	-11	-3	9	19
proCasp7 act	0	1	5	-2	-1	13	3	2
proCasp3 act	-2	1	-7	11	7	-7	-8	8

[57] OC(c1nc2ccc(F)cc2[nH]1)C(O)c1nc2ccc(F)cc2[nH]1 (stereo not given)
[58] CCOC(=O)c1cc(C#N)c(SCC(=O)c2cc(C#N)c(SC)nc2C)[nH]c1=O
[59] O=S(=O)(N[C@@H]1C[C@H]2CC[C@@H]1C2)c1cccs1
[60] CCCCOc1ccc(CNC(=O)NS(=O)(=O)c2ccc(OCC)cc2)cc1
[61] Cc1cc(NC(=O)c2cccs2)ncc1NC(=O)C(C)(C)C
[62] NS(=O)(=O)c1ccc(-c2ccc(/C=N/NC(=O)c3ccccc3O)o2)cc1
[63] CCOC(=O)C1CCN(c2c(C(=O)c3ccccc3)cnc3ccc(Cl)cc23)CC1
[64] CC(C)c1ccccc1NC(=O)C1CN(S(=O)(=O)c2ccccc2)CCN1S(=O)(=O)c1ccccc1 (stereo not given)

screen / no.	57	58	59	60	61	62	63	64
MEP2 TOR yeast	104	102	113	105	112	105	105	113
AHR act	3	3	1	1	7	9	6	-1
LAP4-GFP MLPCN	91	98	103	98	98	98	102	98
EBNA-1 inh	-9	3	6	17	5	-6	9	-5
RPL19A-GFP yeast	100	100	103	97	109	103	101	109
ZTA DNA inh	-6	-27	-9	-6	22	-4	3	-1
proCasp7 act	-6	-14	5	6	5	5	-11	-5
proCasp3 act	-2	-14	-4	4	7	3	5	0

Part of the list above, showing only LAP4-GFP MLPCN, AHR act and proCasp7 act.
# | compound | LAP4-GFP MLPCN | AHR act | proCasp7 act
59 | O=S(=O)(N[C@@H]1C[C@H]2CC[C@@H]1C2)c1cccs1 | 103 | 1 | 5
57 | OC(c1nc2ccc(F)cc2[nH]1)C(O)c1nc2ccc(F)cc2[nH]1 (stereo not given) | 91 | 3 | -6
63 | CCOC(=O)C1CCN(c2c(C(=O)c3ccccc3)cnc3ccc(Cl)cc23)CC1 | 102 | 6 | -11
